Runt-CBFb FRET: blocks binding of human RUNX1 Runt domain to CBFb; inhibition, % at 20 µM; Cerulean-Runt/Venus-CBFb FRET ratio 530/480, 1 h; 0.46% of 220,000 active;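 active means inhibition over about 50% at 20 µM in the single-dose screen, limit read from the data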;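 further: 0% = DMSO wells and 100% = excess unlabeled CBFb competitor control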
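System: Cerulean-labeled Runt domain protein | Quantity: 100 nM of each labeled protein | Schedule: 1 h compound exposure, room temperature | Detection: Fluorescence energy transfer, 422 nm excitation, 530/480 nm emission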
FXIa inh: inhibitors of human coagulation factor XIa | P03951 | purified FXIa, Boc-Glu-Ala-Arg-AMC fluorogenic substrate | inhibition, % at 5 µM | 0.14% of 220,000 active;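 active means inhibition of at least 40%; inactive means inhibition below 40%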;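 further: fluorescence of freed AMC excited at 355 nm; 0% = enzyme without compound and 100% = no enzyme blank; many of its hits are not listed in these tables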
thrombin 1536: inhibitors of human thrombin. P00734. alpha-thrombin, Boc-VPR-AMC fluorogenic substrate cleavage. inhibition, % at 5 µM. 0.26% of 220,000 active;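 active means inhibition at or above 40%; inactive means inhibition below 40%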;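 further: 0% = enzyme with no compound and 100% = wells without enzyme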
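signal = AMC fluorescence, 355/460 nm | material = human alpha-thrombin enzyme | control set = enzyme without compound as high, wells lacking enzyme as low | times = reaction at room temperature | read-out basis = percent inhibition scaled between no-compound controls and no-enzyme blanks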
14-3-3 Bad PPI: disrupts binding of bovine 14-3-3 zeta to phospho-Bad peptide | P63103 | TR-FRET 14-3-3zeta/Dy647-pBad peptide displacement, 1 h | inhibition, % at 21.7 µM | 0.71% of 220,000 active | AID 781;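 active means inhibition above about 70%, limit read from the data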;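 further: 0% = full 14-3-3 plus peptide FRET controls and 100% = background without 14-3-3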
Target sequence (P63103 whole entry, looked up): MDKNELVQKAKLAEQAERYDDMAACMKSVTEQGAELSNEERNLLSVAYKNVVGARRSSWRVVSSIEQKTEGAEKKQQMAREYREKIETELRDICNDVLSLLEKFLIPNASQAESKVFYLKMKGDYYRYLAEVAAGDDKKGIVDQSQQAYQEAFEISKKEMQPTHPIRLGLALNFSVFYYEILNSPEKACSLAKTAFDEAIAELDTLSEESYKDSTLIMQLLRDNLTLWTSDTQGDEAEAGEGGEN
KLK5 inh: blocks human kallikrein 5 protease activity | Q9Y337 | recombinant hK5, fluorogenic AMC substrate cleavage | inhibition, % at 5 µM | 0.59% of 210,000 active | AID 873;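 active means inhibition of 40% or more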;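 further: 0% = enzyme controls without compound and 100% = no-enzyme blanks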
Target sequence (Q9Y337 67-293 limits assumed): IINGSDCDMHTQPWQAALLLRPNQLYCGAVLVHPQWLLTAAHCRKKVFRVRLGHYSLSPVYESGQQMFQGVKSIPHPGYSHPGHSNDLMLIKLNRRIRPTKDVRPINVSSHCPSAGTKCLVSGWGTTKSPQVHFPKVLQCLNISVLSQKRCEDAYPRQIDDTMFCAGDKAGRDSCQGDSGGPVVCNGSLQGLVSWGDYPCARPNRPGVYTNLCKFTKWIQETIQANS
Hck Nef HTS: blocks Nef-activated human Hck kinase | Recombinant Hck-YEEI plus Nef, Z-Lyte FRET kinase assay | inhibition, % at 20 µM | 0.68% of 220,000 active;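 active means Hck-Nef kinase inhibition above about 50%, limit read from the data; inactive means inhibition below that limit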;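 further: 0% = DMSO with Hck plus Nef and 100% = Hck alone without Nef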
Target sequence (P08631 whole entry, looked up): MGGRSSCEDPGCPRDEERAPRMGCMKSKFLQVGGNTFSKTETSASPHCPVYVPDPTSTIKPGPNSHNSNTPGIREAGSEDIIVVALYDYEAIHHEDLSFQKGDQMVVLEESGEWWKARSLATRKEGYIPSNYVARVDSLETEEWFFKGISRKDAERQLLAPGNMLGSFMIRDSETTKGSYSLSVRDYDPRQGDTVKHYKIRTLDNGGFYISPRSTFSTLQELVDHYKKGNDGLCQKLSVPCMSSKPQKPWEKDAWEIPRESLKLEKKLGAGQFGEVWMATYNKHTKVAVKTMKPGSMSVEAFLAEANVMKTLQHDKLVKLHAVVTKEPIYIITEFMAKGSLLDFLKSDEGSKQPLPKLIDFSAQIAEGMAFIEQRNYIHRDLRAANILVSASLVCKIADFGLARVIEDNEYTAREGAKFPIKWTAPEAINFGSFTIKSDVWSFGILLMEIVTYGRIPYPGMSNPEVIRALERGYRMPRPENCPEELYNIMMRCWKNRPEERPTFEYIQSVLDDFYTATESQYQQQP
Runt-SMMHC FRET: inhibitors of human RUNX1 Runt domain binding to CBFb-SMMHC; Cerulean-Runt/Venus-CBFb-SMMHC FRET ratio 530/480, 1 h; AID 1434; inhibition, % at 20 µM; 0.74% of 220,000 active;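 active means mean inhibition across duplicate retests at 20 µM reaching about 50%, limit read from the data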;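 further: 0% = DMSO wells and 100% = wells with excess untagged CBFb-SMMHC; inhibitors lower the FRET ratio by blocking Runt binding to CBFb-SMMHC; some results filed as inactive read as strong as hits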
FXIIa inh 1536: factor XIIa (human) inhibition; P00748; purified FXIIa, Boc-QGR-AMC fluorogenic substrate, 2 h; inhibition, % at 5 µM; 0.3% of 220,000 active; AID 800; in the data active means inhibition above about 40%;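 further: 0% = enzyme with no compound and 100% = blank without enzyme; many of its hits are not listed in these tables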
Wee1 degr inh: human Wee1 degradation inhibition, primary screen | P30291 | HeLa Luc-Wee1K328M stability, luciferase luminescence; 100% = proteasome inhibitor MG132 effect | reporter increase, % at 5 µM | 1.2% of 220,000 active | AID 1321;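 active means activation above the mean of all tested compounds plus 3 SD, set per screening run, cut at about 8.8% in these data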;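 further: cells exposed to compound for 20 h before luminescence read; 0% = DMSO alone and 100% = MG132 at 30 µM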
Numbers without * were called inactive; / = no result given; [ ] = another dose, or the depositor's remark.

SMILES	Runt-CBFb FRET	FXIa inh	thrombin 1536	14-3-3 Bad PPI	KLK5 inh	Hck Nef HTS	Runt-SMMHC FRET	FXIIa inh 1536	Wee1 degr inh
Cn1c(=O)c2ncn(CC(=O)Nc3cc(C(F)(F)F)ccc3N3CCOCC3)c2n(C)c1=O	-1	-2	4	1	14	1	1	3	2
Cc1cccc(CC(Cc2nc3ccccc3[nH]2)c2nc3ccccc3[nH]2)c1 (stereo not drawn)	2	-3	-4	9	-267	1	-2	2	0
O=C(CCC(=O)Nc1ccccc1)NNC(=O)COc1ccccc1	-2	19	-10	14[fluorescence artefact?]	-19	-1	2	20	-3
CCCc1[nH][nH]c(=O)c1C(c1ccc(Br)cc1)C(C#N)C#N (stereo not drawn)	0	2	12	-15	33	-1	0	3	1
CCC(=O)N1N=C(c2ccc(Cl)cc2)CC1c1ccco1 (stereo not drawn)	1	-10	-5	3	16	-4	1	-1	-3
CS(=O)(=O)N(CC(=O)N1CCC(C(N)=O)CC1)C1CCCCC1	-1	-2	-2	-8[fluorescence artefact?]	-5	1	2	2	0
CCOC(=O)CSc1nc2ccc(NC(C)=O)cc2s1	2	1	-22	2	2	4	3	1	-2
CS(=O)(=O)N1CCN(c2nc(-c3ccccc3)cs2)CC1	2	13	-4	-7	2	0	1	4	-2
O=C(CSC(=S)N1CCCCC1)Nc1ncc2c(n1)CCCC2=O	-1	2	-1	-9	-2	16	-3	6	-2
COc1ccc(C(C)=O)cc1CSc1nnc(-c2ccncc2)n1C	1	1	2	-9	18	0	2	16	0
Cc1cc2ncn(N)c2cc1C	-2	-2	-4	-1	-3	1	2	8	-2
Cc1occc1C(=O)Nc1cccc2ccccc12	5	9	3	-8	-7	0	2	26	3
O=S(=O)(N1CCOCC1)n1cnc2ccccc21	3	2	6	-1	-7	-2	4	15	-3
O=C(NCCN1C(=O)S/C(=C\c2ccc(F)cc2)C1=O)C1CCN(S(=O)(=O)c2cccs2)CC1	-3	0	-8	-26[fluorescence artefact?]	-15	-2	5	7	-1
CCCCN(c1ccccc1)S(=O)(=O)c1cccc(C(=O)O)c1	0	-3	-11	-10	-10	25	-6	6	-2
O=c1c2cc(NC(=S)NC3CCN(Cc4ccccc4)CC3)ccc2nc2n1CCCCC2	2	2	2	-18	-1	21	1	8	0
S=C(NCCc1ccccn1)NC1CC2CCC1C2 (stereo not drawn)	1	-2	-12	-2	-2	16	3	3	-1
O=C(CN1C(=O)CCC1=O)NCC12CC3CC(CC(C3)C1)C2	-1	-6	-3	3	0	3	2	-7	2
Cn1c(C(=O)Nc2ccc3c(c2)OCO3)cc2sccc21	0	-8	-2	11[fluorescence artefact?]	8	0	2	2	4
CN(C)C(=O)COc1ccc2ccc(=O)oc2c1	0	3	1	-2	7	2	0	9	-1
CCOC(=O)CC(NC(=O)c1cc2cc(Cl)cc(Cl)c2oc1=O)c1cccc([N+](=O)[O-])c1 (stereo not drawn)	0	6	-1	2	-2	3	-5	16	5
C=CCN=C1NN=C(c2cc(C)n(CC=C)c2C)CS1	3	-4	-6	-5	-25	2	-5	0	-2
CCC(=O)Nc1ccc(C(=O)N/N=C/c2ccc([N+](=O)[O-])cc2)cc1	-1	2	-5	-3	-14	2	1	12	-1
CC(C)(CNC(=O)C1CCCN1C(=O)c1cccs1)N1CCOCC1 (stereo not drawn)	0	1	-2	-5	-3	24	-1	0	-3
CCCN(CCC)CC(C)(C)NS(=O)(=O)c1ccc(Cl)cc1	1	1	-3	10	-1	4	-3	2	-1
CCN(CC)S(=O)(=O)c1ccc(N2CCOCC2)c(NC(=O)c2cccc(C#N)c2)c1	-1	0	-14	-8	-8	26	-4	6	-2
CC(C)CC(=O)Nc1ccc(-c2nc3ccccc3c(=O)o2)cc1	-2	-8	-2	15	-7	-1	-6	1	1
O=C(NC1CC1)C1=C[C@@H](C2CC2)C[C@@H](OCc2ccc(CO)cc2)O1	2	-3	-11	1	-2	24	3	3	/
CC(=O)c1n[nH]nc1Nc1nc(C)cc(C)n1	-2	8	3	9	-6	-10	0	12	4
CCc1cc[n+](/C(C(=S)Nc2cccc(C)c2)=C(/[O-])c2ccc(C)c([N+](=O)[O-])c2)cc1	2	0	-6	-4[fluorescence artefact?]	-4	-1	4	7	-3
COc1cccc(C(Nc2ccccn2)c2c(NC(=O)c3ccco3)sc(C)c2C)c1 (stereo not drawn)	2	0	-10	2	-3	0	2	9	-2
CCOC(=O)c1ccccc1NC(=O)CSc1nnnn1C	0	2	-1	-1	-8	-9	-4	12	3
CCCCOC(=O)N1CCOCCOCCOCC1	-2	2	0	-14	-1	11	-1	9	3
Cc1ccc(S(=O)(=O)NCC(=O)OCc2nnc(-c3ccccc3)o2)cc1C	0	6	-1	11	0	2	1	15	3
COc1ccc(-c2cc(CCCC(=O)NCCc3ccccc3)no2)cc1	0	1	-2	0	-1	12	-6	4	5
Cc1cc(NS(=O)(=O)c2ccc(N3C(=O)C4C5C=CC(C5)C4C3=O)cc2)nc(C)n1 (stereo not drawn)	1	67*	0	3[fluorescence artefact?]	-10	2	2	4	2
COc1cccc(-c2cc(C(=O)NCCCn3ccnc3)c3ccccc3n2)c1	-2	-1	-5	6[fluorescence artefact?]	-5	0	2	11	3
COc1ccc(OCCSc2ncccn2)cc1	2	0	-12	0	-7	6	0	0	2
O=C(O)/C=C/C(=O)Nc1ccc(Cc2ccc(NC(=O)/C=C/C(=O)O)cc2)cc1	0	-1	-1	-1	-1	22	0	8	9
Nc1nc(-c2ccc3ccccc3c2)c(C2(O)C(=O)Nc3c(Br)cc(F)cc32)s1 (stereo not drawn)	2	-3	-8	-14[fluorescence artefact?]	-22	5	2	-3	8

Two records drawn at random from those above:
SMILES	Runt-CBFb FRET	FXIa inh	thrombin 1536	14-3-3 Bad PPI	KLK5 inh	Hck Nef HTS	Runt-SMMHC FRET	FXIIa inh 1536	Wee1 degr inh
Cn1c(=O)c2ncn(CC(=O)Nc3cc(C(F)(F)F)ccc3N3CCOCC3)c2n(C)c1=O	-1	-2	4	1	14	1	1	3	2
CCC(=O)N1N=C(c2ccc(Cl)cc2)CC1c1ccco1 (stereo not drawn)	1	-10	-5	3	16	-4	1	-1	-3

(further entries)
SMILES	Runt-CBFb FRET	FXIa inh	thrombin 1536	14-3-3 Bad PPI	KLK5 inh	Hck Nef HTS	Runt-SMMHC FRET	FXIIa inh 1536	Wee1 degr inh
Cc1ccc(C)c(N2CCN(C(=S)Nc3ccc4nc(N5CCN(C)CC5)cc(C)c4c3)CC2)c1	0	5	-8	10	-9	22	-4	12	-3
Cc1ccc(S(=O)(=O)CCc2nc3ccccc3s2)cc1C	3	-3	-6	7	-4	-12	2	9	-1
Nc1nn(S(=O)(=O)c2ccccc2)cc1-c1cccc([N+](=O)[O-])c1	-1	-1	-4	-1	16	10	-7	6	1
Cc1c(C)n(C)c2ccc([N+](=O)[O-])cc12	0	9	3	-8[fluorescence artefact?]	-6	1	-2	14	-3
CCOC(=O)Cc1csc(NC(=O)CSc2nnnn2-c2ccc(F)cc2)n1	-1	-13	-10	-9	-4	0	-1	-11	2
Cc1ccccc1OCC(=O)Nc1cccc(N(C)S(C)(=O)=O)c1	2	4	-1	8	-13	0	5	14	-2
Cc1ccc(/C=N/NC(=O)Cn2cnc3ccccc32)o1	0	-2	0	-4	8	0	0	13	-2
Cc1ccc(C(=O)N2CCc3ccccc32)cc1NC(=O)c1ccco1	1	-3	-3	-6	-6	-1	-2	0	0
CCn1cc(C(=O)N2CCN(c3ccccn3)CC2)c2cc(OC)c(OC)cc2c1=O	-2	1	5	6	4	-2	4	16	-2
O=C(O)CS(=O)(=O)CC(=O)O	-2	4	-1	20	5	-1	2	13	0
CCc1ccc(OCC(=O)NC(NC(=S)Nc2ccc(Cl)cc2)C(Cl)(Cl)Cl)cc1 (stereo not drawn)	3	0	-6	0[fluorescence artefact?]	-5	1	0	6	0
COC(=O)c1c(NC(=O)c2ccc(C)cc2)csc1C	-2	-2	-9	-17	-5	3	-3	0	13*
COc1cccc(NC(=O)CN(C)C(=O)c2ccc3ccccc3c2)c1	0	-1	3	4	-17	6	3	-1	-3
O=C(Oc1cncc(Cl)c1)c1ccco1	0	84*	21	-1	42*	1	0	61*	3
CCC(C)Sc1nnc(Cc2cc(=O)[nH]c(=O)[nH]2)n1-c1ccc(OC)cc1 (stereo not drawn)	1	7	-3	6	-4	2	0	13	-2
O=S(=O)(Nc1ccc(N2CCOCC2)cc1)c1ccc(F)cc1	2	-4	-2	-8	17	16	4	9	-1
O=C(COC(=O)CCc1nc2ccccc2s1)NC(=O)NCc1ccco1	-1	-2	12	-20	-4	29	-5	1	2
CC(C)Sc1sc(C(=O)O)c(-c2ccc(Cl)cc2)c1C#N	-1	7	2	10	-3	-17	-1	12	-1
O=C(/C=C/c1ccccc1[N+](=O)[O-])OCC(=O)c1ccccc1	1	2	1	-1	4	-3	-7	15	-3
Cc1ccccc1Cn1ccc(NC(=O)c2onc(C)c2Cl)n1	-1	3	-5	43	-1	5	3	11	2
O=C(CSc1nnnn1Cc1ccccc1)NCCc1ccccc1	-1	3	-5	-7[fluorescence artefact?]	-18	-6	0	13	7
COc1ccc([N+](=O)[O-])cc1NC(=O)/C=C/C(=O)O	-1	1	-4	9[fluorescence artefact?]	-8	0	2	6	4
Cc1cc2c3ccccc3ncn2n1	2	-4	-11	5	-2	6	-2	0	4
CC/C(CC(C)(C)c1ccccc1)=N\O	-1	0	-2	-3[fluorescence artefact?]	-3	7	1	13	0
CN(CC(=O)Nn1cnnc1)S(=O)(=O)c1ccc(Br)cc1	2	5	3	-5	-3	0	-1	20	1
COc1ccc(OC)c(CN2C(=O)c3ccccc3C2C(=O)NCc2cccnc2)c1 (stereo not drawn)	2	3	-3	-3	-6	-9	0	17	-1
CCOC(=O)C(NC(=O)CC)(Nc1cc(C)on1)C(F)(F)F (stereo not drawn)	2	-1	1	0	-9	1	-3	12	6
CC(=O)OCC1OC(Sc2cccc3cccnc23)C(OC(C)=O)C(OC(C)=O)C1OC(C)=O (stereo not drawn)	-1	4	0	-4	6	3	3	17	-3
CCc1nnc(NC(=O)C2CCCCC2)s1	25	-1	-5	-10	1	0	13	-6	1
C=C(C)[C@@H]1CC=C(CN2CCC(N3CCC(C(=O)N4CCCC4)CC3)CC2)CC1	-2	-6	-4	-2	/	4	0	7	0
S=c1[nH]nc(-c2ccc(Br)o2)n1Cc1ccccc1	6	4	4	-9	-6	-1	1	13	0
NC(=O)C1(N2CCCCC2)CCN(C(=O)NC2CCCCC2)CC1	0	6	1	13[fluorescence artefact?]	3	2	1	7	-4
Cc1ccc(C(=O)C2COC(=O)C2)cc1 (stereo not drawn)	-1	3	4	-2	-1	7	0	15	1
CCOC(=O)NC(NCC(O)c1ccccc1)(C(F)(F)F)C(F)(F)F (stereo not drawn)	-2	-12	-3	-3	-19	0	3	8	0

High-throughput results from PubChem BioAssay.
